# G9a block: G9a (human) methyltransferase inhibition; G9a H3K9 monomethylation, AlphaScreen, 2 h; Potency, µM (doses to about 102 µM), for inactives: at the highest dose activity, negative = inhibition, hits mostly inhibitors; 8.8% of 350,000 active; AID 504332; also: % is scaled to controls: 0 for no effect and ±100 for the full control effect; nearly all actives have a fitted effect of over 75% in size
#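 Using a bead-based AlphaScreen, monomethylated H3K9 product from 2 h room-temperature reactions (G9a 20 nM, peptide 500 nM, SAM 20 uM) was detected with 0.5 ug/mL rabbit anti-H3K9me1 antibody.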
# Pin1 inhibitor: human Pin1 inhibition. Q13526. Pin1 FP peptide displacement, HiFluor488, 10 min. Potency, µM (highest dose often 115 µM), inactives show at the highest dose activity, negative = inhibition, hits mostly inhibitors. 0.009% of 390,000 active; active = well fitted inhibition curve with a large enough effect in the polarisation, with a control signal flat, not every such curve was filed as active; inconclusive = small, poorly fitted or top-dose-only effect, or effect the other way, or a change in a side signal; inactive = no such curve, though single readings can be large or run the other way; the % refers to the polarisation; also: % is scaled to controls: 0 for no effect and ±100 for the full control effect
# JMJD2A Tudor: JMJD2A Tudor domain (human) inhibition | Potency, µM (highest dose often 114 µM), inactives show top-dose activity change, negative = inhibition, usual class: inhibitors | 4.4% of 390,000 active | O75164 | AlphaScreen JMJD2A-Tudor / H3K4me3 peptide binding; also: % is scaled to controls: 0 for no effect and ±100 for the full control effect; nearly all actives have a fitted effect of over 50% in size
# HP1b chromo inh: blocks HP1-beta chromodomain binding to methylated histone tails. Potency, µM (highest dose often 114 µM), inactives show at the highest dose activity change, negative = inhibition, most hits filed as inhibitors. 0.56% of 390,000 active. AlphaScreen HP1-beta / biotin-H3K9me3 peptide binding. P83916; also: nearly all actives have a fitted effect of over 70% in size; inactives centre near 23
#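 Compound inhibition of the preformed complex between 50 nM HP1-beta and 50 nM biotinylated H3K9me3 peptide was read by AlphaScreen. Buffer was PBS pH 7.4 with 0.01% Tween-20. Incubations ran 30 min at room temperature, with 10 ug/mL donor/acceptor beads.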
# BLM inh: Bloom syndrome helicase (human) inhibition | P54132 | recombinant BLM DNA unwinding, fluorescence dequenching | Potency, µM (top dose mostly 56.1 µM), for the others: at the highest dose activity change, negative = inhibition, usual class: inhibitors | 0.2% of 350,000 active;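 also: plate controls were vehicle for no effect and no enzyme for full effect; nearly all actives have a fitted effect of over 35% in size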
# Target sequence (P54132 whole entry, looked up): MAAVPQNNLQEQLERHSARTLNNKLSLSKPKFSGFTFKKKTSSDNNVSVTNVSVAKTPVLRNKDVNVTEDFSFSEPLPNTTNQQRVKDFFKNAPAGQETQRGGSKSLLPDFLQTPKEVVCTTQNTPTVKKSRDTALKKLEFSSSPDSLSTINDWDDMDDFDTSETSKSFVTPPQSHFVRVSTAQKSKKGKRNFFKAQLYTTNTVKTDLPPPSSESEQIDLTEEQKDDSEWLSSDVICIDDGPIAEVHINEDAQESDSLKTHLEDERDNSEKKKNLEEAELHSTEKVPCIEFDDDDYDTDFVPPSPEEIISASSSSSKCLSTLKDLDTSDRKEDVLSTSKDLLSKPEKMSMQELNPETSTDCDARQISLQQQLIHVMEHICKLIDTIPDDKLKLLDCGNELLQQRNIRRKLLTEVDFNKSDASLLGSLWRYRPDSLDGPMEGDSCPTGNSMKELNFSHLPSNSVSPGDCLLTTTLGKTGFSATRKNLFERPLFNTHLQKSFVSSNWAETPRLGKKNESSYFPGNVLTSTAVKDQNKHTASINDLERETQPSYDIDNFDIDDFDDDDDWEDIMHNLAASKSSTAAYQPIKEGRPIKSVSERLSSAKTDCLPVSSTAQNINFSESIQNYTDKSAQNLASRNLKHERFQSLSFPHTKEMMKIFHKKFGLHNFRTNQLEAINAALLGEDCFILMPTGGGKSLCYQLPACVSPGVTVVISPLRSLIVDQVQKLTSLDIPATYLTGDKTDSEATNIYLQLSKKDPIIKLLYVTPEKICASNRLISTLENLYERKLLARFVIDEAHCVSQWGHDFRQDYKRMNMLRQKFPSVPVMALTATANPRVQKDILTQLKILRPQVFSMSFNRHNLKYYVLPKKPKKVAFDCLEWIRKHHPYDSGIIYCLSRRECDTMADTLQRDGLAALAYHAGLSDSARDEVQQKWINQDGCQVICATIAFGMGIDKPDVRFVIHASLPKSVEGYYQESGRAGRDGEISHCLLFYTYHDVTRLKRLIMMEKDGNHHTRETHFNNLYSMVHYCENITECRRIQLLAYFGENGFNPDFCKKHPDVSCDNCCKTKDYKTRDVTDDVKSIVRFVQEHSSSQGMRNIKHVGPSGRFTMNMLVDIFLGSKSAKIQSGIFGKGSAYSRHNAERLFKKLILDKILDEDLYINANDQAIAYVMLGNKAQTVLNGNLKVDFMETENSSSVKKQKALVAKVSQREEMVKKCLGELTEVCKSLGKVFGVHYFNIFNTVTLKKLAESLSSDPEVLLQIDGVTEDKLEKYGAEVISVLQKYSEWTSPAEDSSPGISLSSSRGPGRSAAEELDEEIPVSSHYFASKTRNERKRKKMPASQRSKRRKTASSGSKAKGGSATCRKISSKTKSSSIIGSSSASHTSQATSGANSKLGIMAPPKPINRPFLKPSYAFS
# Tb PGK inh: T. brucei PGK inhibition; Potency, µM (doses to about 57.5 µM), inactives show at the highest dose activity change, negative = inhibition, most hits filed as inhibitors; PGK/GAPDH coupled, Kinase-Glo luminescence, 60 min; AID 602233; 0.043% of 380,000 active; also: % is scaled to controls: 0 for no effect and ±100 for the full control effect; nearly all actives have a fitted effect of over 60% in size
#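 Recombinant glycosomal PGK reaction used 1,3-bisphosphoglycerate generated in-well by GAPDH (100nM final) in 100mM TEA pH 7.6, 5mM MgCl2, 0.01% Tween-20. After 60 minutes at room temperature, ATP was read by Kinase-Glo Plus luminescence end-point.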
# BAZ2B block: inhibitors of human BAZ2B bromodomain; AID 504333; Potency, µM (doses to about 114 µM), for inactives: at the highest dose activity change, negative = inhibition, usual class: inhibitors; AlphaScreen BAZ2B-H3K14Ac peptide displacement; 4.4% of 360,000 active; Q9UIF8; also: % is scaled to controls: 0 for no effect and ±100 for the full control effect; nearly all actives have a fitted effect of over 60% in size
#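 AlphaScreen displacement: compounds (up to 110uM) incubated 30 min at room temperature with a preformed 50 nM BAZ2B/50 nM biotinylated H3K14Ac peptide complex in PBS pH 7.4 with Tween-20. Donor and acceptor beads at 10 ug/mL final added, 20 min light-protected before reading.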
# GLS inh: blocks human kidney-isoform glutaminase activity | GLS enzymatic activity, qHTS titration | O94925 | 0.21% of 410,000 active | Potency, µM (series often up to 45.5 µM), without a hit: top-dose activity change, negative = inhibition, most hits filed as inhibitors | AID 624170; also: % is scaled to controls: 0 for no effect and ±100 for the full control effect
#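 Two-point fluorescence kinetic (t0, 30 min RT) for hKGA; glutamate detected via glutamate oxidase–HRP–Amplex Red. Substrate: 1 mM L-glutamine solution; buffer 45 mM KH2PO4, pH 8.2.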
# POLI inh: inhibitors of human DNA polymerase iota. Potency, µM (highest dose often 115 µM), for inactives: at the highest dose activity, negative = inhibition, hits mostly inhibitors. Q9UNA4. AID 588590. Pol iota fluorescent replication assay, 10 min. 1% of 390,000 active
#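 Pol iota at 10 nM preincubated 15 min with compounds at room temperature; reaction started with fluorescent substrate, 50 nM final. Fluorescence read kinetically at 0 and 10 min; buffer-only wells as negative control.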
# Active calls of the source: *; i = inactive; ? = inconclusive; · = no result given; & = joins results of further samples; [ ] = dose if it differs, or a comment. Unless noted, calls follow the shape of the dose curve; as a rule, active = well fitted curve in the direction sought with a large enough effect; inconclusive = small, poorly fitted or top-dose-only effect, or another doubt; inactive = no such curve, though single readings can be large; an effect the other way counts as inactive or inconclusive. Potency is read from the fitted curve at half-maximal effect. An excerpt. The share of hits here may be higher or lower than overall.
smiles,GLS inh,Pin1 inhibitor,BLM inh,JMJD2A Tudor,G9a block,BAZ2B block,POLI inh,HP1b chromo inh,Tb PGK inh
O=C(COC(=O)c1ccccc1)c1ccc(Br)cc1,5%,-7%,0%,14%,21%[59 µM],15%,-24%,23%,-16%
Cc1cccc(C(=O)NCCN2CCN(c3ccccc3)CC2)c1,22%,-2%,0%,-16%,·,-5%,-5%,5%,1%
COc1cccc(NC(=O)CN2C=NS(=O)(=O)c3ccccc32)c1,-15%,-2%,1%,-17%,0%[59 µM],0%,-8%,20%,7%
CCCCCCc1cc2cc(S(=O)(=O)c3ccc(F)cc3)c(=O)oc2cc1O,-5%,?,-6%,23%,-8%,-3%,17%,53%[activator],-6%
COC(=O)[C@H](CCSC)NC(=O)NCCC1=CCCCC1,-2%,3%,0%,-15%,12%[59 µM],2%,23%,24%,i
CCOc1ccc(NC(=O)c2c(Nc3ccc(OC)cc3OC)sc(C(=O)c3ccc(Cl)cc3)c2N)cc1,-3%,0%,-5%,-36%,?,?,48%[activator],-9%,-8%
O=C(Nc1ccc(-c2nnc3n2CCCCC3)cc1)c1cnccn1,3%,3%,2%,-2%,8%,9%,51%[activator],13%,-2%
Cc1ccc2oc(=O)c3cnn(CC(=O)NCCc4ccsc4)c3c2c1,-3%,?,-2%,-4%,?,12%,-8%,38%,i
CCCCC1(Cc2ccc([N+](=O)[O-])cc2)C(=O)N(c2ccccc2)N(c2ccccc2)C1=O,-3%,5%,-6%,-10%,?,-8%,-7%,?,1%
COc1cccc(C2CC(=O)NC(SC)=C2C#N)c1 (stereo unspecified),-6%,1%,2%,-11%,?,6%,22%,58%[activator],i
CN(C)CCN(Cc1cc2cc3c(cc2nc1Cl)OCO3)C(=O)c1ccco1,1%,-1%,46%[activator],-14%,-8%,-8%,47%[activator],28%,5%
CN(C)c1ccc(/C=N\Nc2ccccn2)cc1,?,-3%,-4%,?,40µM*,25µM*,115%[activator],?,-13%
Clc1ccc(OCc2nc(-c3ccc(Br)o3)no2)cc1,-6%,2%,-9%,36%[activator],-16%,4%,-9%,31%,-2%
Cc1cc(NC(=O)CCN2C(=O)/C(=C/c3ccccc3Cl)SC2=S)no1,2%,1%,0%,-13%,34%[59 µM],0%,18%,28%,-9%
Cc1ccc2c(C)nc(/N=C(\N)NC(=O)N3c4ccccc4Sc4ccccc43)nc2c1,-2%&6%,2%&-1%,-5%,-28%&-22%,6%[59 µM],-4%,72%&8%[activator],-6%&0%,0%
CCCS(=O)(=O)N1CCN=C1SCc1cccc2ccccc12,-1%,0%,-17%,6%,67%[activator],5%,12%,46%[activator],2%
Cc1cc2c(ncn2C(C)C)c(N)c1C,·,4%,0%,?,10%[59 µM],-2%,20%,39%,3%
O=C1CC(c2ccco2)c2ccc3ccccc3c2N1 (stereo unspecified),4%,-3%,-3%,?,50µM*,50µM*,16%,-15%,12%
COc1ccc(NC(=O)CCc2ccc(OC)c(OC)c2)cn1,1%,?,-4%,-1%,-8%,5%,26%,18%,3%
CN(CC(=O)Nc1ccccc1Cl)C(=O)c1ccc(Cl)c(S(=O)(=O)N2CCCCCC2)c1,0%,2%,·,-9%,·,·,67%[activator],16%[57 µM],i
O=C(COc1ccc(Br)cc1CO)Nc1ccc(F)cc1,-14%,-1%,-4%,5%,-5%[59 µM],14%,1%,48%[activator],-8%
O=C(COC(=O)/C=C/c1ccc(OC(F)F)cc1)NC1CCCCC1,-5%,2%,·,-3%,-26%,-18%,-5%,15%,-8%
CCCSc1nc2c(cnn2-c2ccc(Cl)cc2)c(=O)[nH]1,5%,1%,-1%,-9%,-78%,-7%,22%,20%,·
Cc1ccc(NC(=O)c2ccc(Cl)c(S(=O)(=O)NCC3CCCO3)c2)c(O)c1 (stereo unspecified),28%,8%,-5%,-9%,·,-15%,1%,24%,-1%
CCOc1cc(/C=C2/NC(=O)NC2=O)cc([N+](=O)[O-])c1O,?,?,-7%,-13%,?,-34%,-1%,-18%,-12%
CC(=O)Nc1ccc(C(=O)Nc2ccc(S(=O)(=O)NCC3CCCO3)cc2)cc1 (stereo unspecified),-1%,-1%,-1%,-7%,-6%,-1%,14%,18%,2%
CCOc1ccc(CN2C(=O)c3ccccc3C2=O)cc1C(=O)NC1CC(C)(C)NC(C)(C)C1,-4%,1%,·,-3%,?,5%,0%,27%,-6%
COc1ccc(NC(=O)CN2C(=O)c3cccc4cccc2c34)c(OC)c1,3%,17%,-14%,-19%,8%,0%[57.1 µM],10%,21%,3%
CC1CCCN(C(=O)COC(=O)COc2ccc(C#N)cc2)C1 (stereo unspecified),5%,3%,·,-12%,·,·,-2%,30%,5%
Cc1ccc(C(=O)NC2(C(Cl)Cl)N=C(c3ccccc3)N=C2N)cc1 (stereo unspecified),-9%,-6%,-14%,-7%,-1%,4%,25%,10%,-6%

# Single records, from the list above. Screens in order: GLS inh, Pin1 inhibitor, BLM inh, JMJD2A Tudor, G9a block, BAZ2B block, POLI inh, HP1b chromo inh, Tb PGK inh
# `CCCSc1nc2c(cnn2-c2ccc(Cl)cc2)c(=O)[nH]1` is listed as 5%, 1%, -1%, -9%, -78%, -7%, 22%, 20%, ·
# `O=C(COC(=O)c1ccccc1)c1ccc(Br)cc1` is listed as 5%, -7%, 0%, 14%, 21%[59 µM], 15%, -24%, 23%, -16%
# `Cc1ccc2oc(=O)c3cnn(CC(=O)NCCc4ccsc4)c3c2c1` is listed as -3%, ?, -2%, -4%, ?, 12%, -8%, 38%, i

# (more compounds)
smiles,GLS inh,Pin1 inhibitor,BLM inh,JMJD2A Tudor,G9a block,BAZ2B block,POLI inh,HP1b chromo inh,Tb PGK inh
CC(=O)/C(=N/Nc1ccccc1C)N1CCOCC1,25%,5%,2%,56µM*,1µM*,-2%,8%,1%,-2%
Cc1cccc(NC(=O)c2oc3ccccc3c2NC(=O)c2cc(=O)c3ccccc3o2)c1,8%,-4%,4%,-18%,3%[59 µM],-1%,22%,24%,-9%
CCOC(=O)c1nc2ccccc2c(=O)[nH]1,3%,-2%,-1%,4%,12%,18%,-15%,15%,i
C/C(=N\NC(=O)C1CCCC1)c1ccc(Cl)c(Cl)c1,0%,-5%,2%,1%,13%,2%,31%[activator],23%,-4%
CCCN(CCC)C(=O)Cn1c(=O)c2sccc2n2c(=S)sc(-c3ccccc3)c12,0%,69%[activator],-3%,-13%,?,-12%,3%,-6%,-9%
CCOc1ccc(/C=N/n2c(COc3ccccc3)n[nH]c2=S)cc1OC,-3%,-3%,-1%,20µM*,8.9µM*,23%,6%,-10%,-8%
Cc1ccc(NC(=O)CN2C(=O)CCc3ccccc32)cc1C,-13%,-3%,-10%,?,-37%[59 µM],79µM*,?,-19%,i
Cc1nc2c(C)cccn2c1/C(O)=C1\C(=O)C(=O)N(CCN2CCOCC2)C1c1cccs1 (stereo unspecified),-2%,-14%,-2%,?,20µM*,?,-3%,2%,-10%
COC(=O)c1ncccc1SC,-4%,1%,-10%,-4%,-12%[59 µM],-5%,2%,23%,-2%
COc1cc(/C=C2\SC(=S)N(CCC(=O)N3CCN(C)CC3)C2=O)cc(OC)c1OC,-9%,6%,5%,?,50µM*,-13%,25%,?,i
CCC(O)c1c(-c2ccccc2)nn(C)c1Cl (stereo unspecified),-21%,-14%,1%,3%,1%,-2%,58%[activator],58%[activator],0%
COc1ccc(CCNC(=O)CNC(=O)c2ccco2)cc1,0%,3%,-2%,4%,8%,-2%,15%,17%,-8%
CC(=O)C1=C(C)NC(=O)NC1c1ccccc1 (stereo unspecified),-1%,2%,-2%,8%,-9%,-7%,32%[activator],30%,1%
CC1(C)Cc2ccccc2-c2nnc(SCC(=O)Nc3ccc4c(c3)OCO4)n21,14%,?,5%,-25%,-44%[12.7 µM],-11%,?,11%,-3%
COC(=O)c1cc(F)c(-n2cncn2)c(F)c1,2%,-5%,-1%,12%,9%,-17%,-4%,18%,0%
O=C(O)C1CSC2(c3ccc(Br)cc3)CCC(=O)N12 (stereo unspecified),1%,-4%,-1%,1%,8%,-4%,57%[activator],49%[activator],i
Cc1cccn2cc(CNS(=O)(=O)c3ccc4ccccc4c3)nc12,7%,4%,3%,-9%,·,?,14%,12%,6%
Cc1cc(C)c(C#N)c(SCC(=O)Nc2ccc3c(c2)OCO3)n1,-7%,2%,-3%,-2%,-1%[59 µM],5%,8%,17%,-9%
COc1ccc(Cl)cc1NC(=O)CSc1nnc(C)c(=O)n1N,0%,3%,2%,-2%,64%[activator],-8%,30%[activator],19%,3%
CC(C)N(C(=O)[C@H]1CC(CC(=O)NCCN2CCOCC2)C(=O)N2CCc3c([nH]c4ccccc34)[C@]12C)C(C)C (stereo partly specified),-1%,2%,·,-15%,·,·,-10%,27%,i
O=C(CCCSc1ccccc1)Nc1nc(-c2ccccn2)cs1,-4%,9%,-6%,-27%,?,-1%,?,16%,-8%
Nc1c(C(=O)c2ccccc2)oc2ccc(Br)cc12,-1%,0%,-1%,7%,?,13%,13%,47%,3%
O=C(O)CCCCCNC(=O)c1cccc(Br)c1,3%,-2%,-1%,-6%,-18%[59 µM],·,11%,32%,-7%
CCOC(=O)c1c(-c2ccccc2)nc2ccccn12,-10%,0%,1%,-10%,116%[activator][59 µM],3%,9%,28%,-1%
Cc1ccccc1N1CCN(S(=O)(=O)c2cccs2)CC1,-1%,7%,-9%,7%,·,0%,-4%,57%[activator],-1%
Cc1ccc(Cl)cc1N1CCN(c2nc3ccc(C(=O)c4ccccc4)cc3n3cnnc23)CC1,-9%,10%,-5%,-21%,-25%[59 µM],-23%,13%,11%,-2%
CCn1c(SCC(=O)c2ccc(Cl)cc2)nnc1-c1ccoc1C,21%,1%,-9%,50µM*,52%[activator][59 µM],4%,0%,-26%,-9%
